# From PubChem BioAssay
# S100A4 inh HTS = inhibitors of S100A4-myosin IIA peptide binding, primary screen, biochemical, fluorescence polarization, TAMRA-MyoIIA peptide; Protein S100-A4 (Homo sapiens), P26447; inhibition, % at 10.7 µM; 0.14% of 360,000 active;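 active = mean inhibition of at least 70% across replicates, with every replicate also reaching that level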
# Target sequence (P26447 whole entry, looked up): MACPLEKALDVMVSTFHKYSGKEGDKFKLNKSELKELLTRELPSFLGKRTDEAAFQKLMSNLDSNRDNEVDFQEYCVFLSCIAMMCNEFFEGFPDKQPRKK
#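 incubation = readout 5 min after mixing, signal stable up to 60 min | system = S100A4 monomer protein | buffer or medium = HEPES pH 7.2 with CaCl2, KCl, NaCl, DTT, Triton | benchmarks = neutral control DMSO, positive control TFP | also added = fluorescent myosin IIA peptide, 5 nM | compound dosing = one concentration per compound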
# PglD DTNB = C. jejuni PglD acetyltransferase inhibitors, primary screen, biochemical, DTNB colorimetric, single point; UDP-N-acetylbacillosamine N-acetyltransferase PglD (Campylobacter jejuni); purified PglD enzyme, DTNB colorimetric CoA detection; inhibition, % at 12.5 µM; 0.098% of 360,000 active; AID 602405, 2012; in the data active = inhibition above about 16%, passing the limit was not always enough; also: strong numbers were not always called active
# LGR2 inh = inhibitors of bursicon-induced LGR2 CRE-luciferase signal, primary screen, cell-based, HEK293, CRE-luciferase reporter, bursicon stimulation; 0.35% of 380,000 active; inhibition, % at 9.99 µM; bursicon-stimulated, 4 h;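 active = drop in luminescence signal, shown as inhibition above about 50% in the replicate tests, limit read from the data, passing the limit was not always enough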;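 also: agonist challenge used bursicon conditioned medium at about half maximal strength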
# PGC1a acetyl inh = inhibitors of PGC1a acetylation signal, primary screen, cell-based, U2OS, AlphaScreen, inhibitor mode; inhibition, % at 15.6 µM; AlphaScreen anti-acetyl-lysine; with virally co-expressed GCN5 acetyltransferase; 0.17% of 350,000 active; AID 651687, 2012;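 active = every replicate shows inhibition of at least 40%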;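 also: 0% = neutral control wells and 100% = positive control wells; some results beyond the cut were filed as inactive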
# FN deposition inh = inhibitors of fibronectin matrix deposition, primary screen, AH1F cells, Alexa488-fibronectin fluorescence, plate reader. 0.086% of 350,000 active. inhibition, % at 12.6 µM. AH1F fibroblasts, overnight;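 active = mean inhibition across replicates of 30% or more, regardless of how many single replicates reach that level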;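 also: positive control wells lacked labelled fibronectin entirely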
#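 Material – AH1F fibroblast monolayer, labelled fibronectin deposition · Reagent – labelled fibronectin 24 nM · Timing – 1 h adhesion, overnight exposure · Measured by – fluorescence at 485 nm excitation, 525 nm emission · Read-out – inhibition of fibronectin deposition signal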
# PAX8 inh HTS = inhibitors of PAX8-driven TPO luciferase reporter, primary screen, RMG-I cells, single concentration; inhibition, % at 12.6 µM; SteadyGlo, 24 h; 1.2% of 360,000 active;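 active = mean replicate inhibition at least 60% with every replicate also reaching 60%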;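 also: luciferase light reporting Pax8 driven TPO promoter activity; plate controls were median of neutral control wells for no effect and mitoxantrone controls for full effect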
# ERAP1 HTS inh = human ERAP1 aminopeptidase inhibitors, primary screen, biochemical, single point, plate reader. 0.15% of 340,000 active. inhibition, % at 10.7 µM. recombinant ERAP1, Leu-AMC fluorescence, 60 min. Endoplasmic reticulum aminopeptidase 1 (Homo sapiens), Q9NZ08;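 active = mean replicate inhibition of at least 30%, or all replicates individually reaching that 30% level; inactive = mean below 30% and not every replicate reaching it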;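 also: 0% = neutral control wells and 100% = L-leucinethiol positive control wells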
# Target sequence (Q9NZ08 whole entry, looked up): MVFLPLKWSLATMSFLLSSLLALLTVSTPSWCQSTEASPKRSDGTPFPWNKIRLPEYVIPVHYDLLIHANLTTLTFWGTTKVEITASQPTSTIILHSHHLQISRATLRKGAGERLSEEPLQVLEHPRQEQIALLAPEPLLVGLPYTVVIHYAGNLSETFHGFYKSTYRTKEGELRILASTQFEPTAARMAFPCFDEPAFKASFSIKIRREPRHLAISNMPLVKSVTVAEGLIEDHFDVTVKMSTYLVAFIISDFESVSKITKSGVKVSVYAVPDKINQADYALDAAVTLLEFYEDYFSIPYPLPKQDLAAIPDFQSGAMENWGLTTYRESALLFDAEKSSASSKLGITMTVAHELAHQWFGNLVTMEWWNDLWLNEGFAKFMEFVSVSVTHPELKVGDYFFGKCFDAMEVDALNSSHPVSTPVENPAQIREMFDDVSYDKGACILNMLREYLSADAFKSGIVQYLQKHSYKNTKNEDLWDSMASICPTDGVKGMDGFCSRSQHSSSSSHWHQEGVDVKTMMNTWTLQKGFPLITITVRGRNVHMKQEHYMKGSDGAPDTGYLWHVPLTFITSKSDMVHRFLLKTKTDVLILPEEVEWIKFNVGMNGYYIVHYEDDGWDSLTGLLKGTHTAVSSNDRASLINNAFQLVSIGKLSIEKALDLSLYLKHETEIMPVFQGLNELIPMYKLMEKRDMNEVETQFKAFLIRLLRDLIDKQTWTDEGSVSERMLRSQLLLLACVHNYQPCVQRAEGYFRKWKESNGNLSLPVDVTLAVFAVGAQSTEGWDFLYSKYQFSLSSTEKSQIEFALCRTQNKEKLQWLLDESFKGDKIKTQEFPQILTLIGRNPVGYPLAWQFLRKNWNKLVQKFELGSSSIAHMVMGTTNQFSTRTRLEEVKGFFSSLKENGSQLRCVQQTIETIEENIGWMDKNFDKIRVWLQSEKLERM
# EWS-Fli block = EWS/Fli-driven NR0B1 reporter inhibitors, primary screen, A673 cells, NR0B1 luciferase, luminescence, MLPCN library. inhibition, % at 12.6 µM. viability-normalised. AID 651661, 2012. 0.67% of 350,000 active;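 active = mean inhibition of at least 50% after viability correction, with every replicate also passing that limit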;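 also: firefly luciferase signal divided by Alamar Blue viability fluorescence both relative to DMSO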
# An asterisk follows results filed as active; x = no result given; & = joins results of further samples; ! = repeats disagree. Outcome played no part in choosing rows; any-hit rate near 2.1%.
Structure	S100A4 inh HTS	FN deposition inh	LGR2 inh	PAX8 inh HTS	ERAP1 HTS inh	PGC1a acetyl inh	EWS-Fli block	PglD DTNB
COc1ccc(N2C(=O)N3[C@H](c4ccc(Br)cc4)[C@@H]4C(=O)N(C(C)(C)C)C(=O)[C@@H]4[C@]3(Cc3ccccc3)C2=O)cc1	-2	-3	8	-3	3	-15	6	1
CCOC(=O)c1c(C)[nH]c(C)c1S(=O)(=O)N(C)CC(=O)NCc1cccc(C)c1	-1	1	-5	5	0	3	-5	-8
C[C@H](CO)N1C[C@H](C)[C@@H](CN(C)Cc2ccc(Oc3ccccc3)cc2)Oc2ccc(NC(=O)Cc3cn(C)c4ccccc34)cc2C1=O	-1	x	13	x	-1	-2	-2	3
CC1CN(C(=O)CCC(=O)NCc2ccccc2Cl)c2ccccc2S1 (stereo not given)	2	14	8	-9	1	x	-4	-2
COc1cccc(C(=S)N2CCCC2)c1OC	-6	-1	0	31	-2	-5	4	-2
O=C1N/C(=N\S(=O)(=O)Cc2ccccc2)S/C1=C/c1cc([N+](=O)[O-])ccc1O	-9	5	1	-1	13	-1	-8	x
CC1(C)CC=C(NNC(=O)c2cccnc2)C(=O)C1	-6	9	10	8	-1	10	-4	-3
CCCNC(=O)N1[C@H](CN(C)C(C)=O)[C@H](c2ccc(C3=CCCC3)cc2)[C@@H]1CO	-12	-1	19	1	0	9	-5	-2
COC(=O)C1C2C=CC3(CN(C(C)c4ccc(OC)cc4)C(=O)C13)O2 (stereo not given)	-3	x	5	x	4	4	x	-2
COc1ccc(S(=O)(=O)N(C)CC(=O)N2CCCC2)cc1	4	-1	15	11	0	8	-4	-5
C[C@H](CO)N1C[C@H](C)[C@@H](CN(C)Cc2cccnc2)Oc2ncc(/C=C/c3ccccc3)cc2C1=O	-6	x	-3	x	-2	-13	1	0
O=C(NCc1ccc2c(c1)OCO2)c1nc(S(=O)(=O)Cc2ccccc2F)ncc1Cl	-5	33*	8	36	-4	x	x	0
CC1CCN(c2ccc3c(c2)S(=O)(=O)c2cccc(C(=O)NC[C@@H]4CCCO4)c2C3=O)CC1	-2	-8	1	13	3	-7	-32	1
COc1ccc(CCC(=O)NNC(=O)Cn2nc(C)cc2C)cc1	-6	x	-6	-12	-6	x	-4	-6
C/C=C/c1ccc(OCCCCN2CC(C)CC(C)C2)c(OC)c1 (stereo not given)	-4	-4	4	14	-3	x	15	-4
NC(=O)COc1ccc(C(=O)/C=C2/C(=O)Nc3ccccc32)cc1	0	0	9	26	-1	x	31	-4
COc1ccc(-c2ccc(CN3C(C)C(=O)N(Cc4cn(Cc5ccco5)nn4)CCS3(=O)=O)cc2)cc1 (stereo not given)	-4	-5	6	46	-2	-20	11	x
CC(=O)c1ccc(NC(=O)CC23CC4CC(C2)CC(n2nnc(C)n2)(C4)C3)cc1	6	1	4	-69	5	15	-7	x
C[C@@H]1CN([C@@H](C)CO)C(=O)Cc2cc(NS(=O)(=O)c3ccc(Cl)cc3)ccc2O[C@H]1CN(C)Cc1ccc(Oc2ccccc2)cc1	-33	11	8	106*	-1	-7	-23	-1
CCCC(=O)Nc1ccc2c(c1)C(=O)N(C)C[C@@H](OC)[C@@H](C)CN(C(C)=O)[C@H](C)CO2	-2	2	11	x	1	4	2	1
CCOc1ccc2nc3c(cc2c1)CN(CCCO)C(=NCCOC)S3	-1	x	-22	x	2	-5	x	-3
O=C(Cn1ncc2c1-c1ccccc1OC2)Nc1cccc(Cl)c1	-3	-1	-9	11	1	5	5	4
CC(C)(C)S(=O)N1Cc2cc(C(=O)O)nc(-c3cccc(-c4cccc(F)c4)c3)c2[C@H]1CCO (stereo not given in full)	3	4	-11	-6	-11	x	13	6
COc1ccc(NC(=O)C2=C(C)NC(=S)NC2c2ccc(O)c(OC)c2)cc1 (stereo not given)	4	-4	5	-2	1	-1	6	x
O=C(NC1CCN(Cc2ccccc2)CC1)c1c(F)cccc1F	x	-2	5	-1	x	-2	x	-2
O=C(NCc1n[nH]c(=S)n1-c1ccc(Br)cc1)c1ccc(S(=O)(=O)N2CCCC2)cc1	1	4	-6	-6	1	-1	-24	-1
O=C(NCc1ccco1)C(=O)N1CCCC1	-4	0	-3	-8	-1	7	-4	x
COc1cccc(-c2ccc3c(c2)[C@H]2[C@H](CCN2S(=O)(=O)c2cn(C)cn2)[C@H](CO)N3)c1	3	-4	-12	-19	-2	-2	-2	-1
CCSC(=O)NC12CC3CC(CC(C3)C1)C2	-2	x	-13	x	0	-2	-8	3
Cc1nc2ncnn2c(C)c1Cc1cccc(C(F)(F)F)c1	16	3	0	34	-5	-1	11	-6

# An excerpt from above, limited to PglD DTNB:
Molecule,PglD DTNB
COc1ccc(N2C(=O)N3[C@H](c4ccc(Br)cc4)[C@@H]4C(=O)N(C(C)(C)C)C(=O)[C@@H]4[C@]3(Cc3ccccc3)C2=O)cc1,1
CCOC(=O)c1c(C)[nH]c(C)c1S(=O)(=O)N(C)CC(=O)NCc1cccc(C)c1,-8

# Nothing new here: an excerpt of the list.
Structure	S100A4 inh HTS	FN deposition inh	LGR2 inh	PAX8 inh HTS	ERAP1 HTS inh	PGC1a acetyl inh	EWS-Fli block	PglD DTNB
CCOc1ccc2nc3c(cc2c1)CN(CCCO)C(=NCCOC)S3	-1	x	-22	x	2	-5	x	-3
O=C(Cn1ncc2c1-c1ccccc1OC2)Nc1cccc(Cl)c1	-3	-1	-9	11	1	5	5	4
CC(C)(C)S(=O)N1Cc2cc(C(=O)O)nc(-c3cccc(-c4cccc(F)c4)c3)c2[C@H]1CCO (stereo not given in full)	3	4	-11	-6	-11	x	13	6
COc1ccc(NC(=O)C2=C(C)NC(=S)NC2c2ccc(O)c(OC)c2)cc1 (stereo not given)	4	-4	5	-2	1	-1	6	x
O=C(NC1CCN(Cc2ccccc2)CC1)c1c(F)cccc1F	x	-2	5	-1	x	-2	x	-2
O=C(NCc1n[nH]c(=S)n1-c1ccc(Br)cc1)c1ccc(S(=O)(=O)N2CCCC2)cc1	1	4	-6	-6	1	-1	-24	-1
O=C(NCc1ccco1)C(=O)N1CCCC1	-4	0	-3	-8	-1	7	-4	x
COc1cccc(-c2ccc3c(c2)[C@H]2[C@H](CCN2S(=O)(=O)c2cn(C)cn2)[C@H](CO)N3)c1	3	-4	-12	-19	-2	-2	-2	-1
CCSC(=O)NC12CC3CC(CC(C3)C1)C2	-2	x	-13	x	0	-2	-8	3
Cc1nc2ncnn2c(C)c1Cc1cccc(C(F)(F)F)c1	16	3	0	34	-5	-1	11	-6

# (more compounds)
Structure	S100A4 inh HTS	FN deposition inh	LGR2 inh	PAX8 inh HTS	ERAP1 HTS inh	PGC1a acetyl inh	EWS-Fli block	PglD DTNB
COc1ccccc1C(=O)NC(C)C(c1cccs1)N1CCOCC1 (stereo not given)	-13	x	2	x	-3	4	5	-1
O=C(CC[C@H]1O[C@@H](n2ccc(=O)[nH]c2=O)[C@H](O)[C@@H]1O)NC1CCN(Cc2ccccc2)C1 (stereo not given in full)	11	-9	-8	11	1	4	-9	-4
O=C(Nc1ccc(S(=O)(=O)N2CCCC2)cc1)c1ccc(Cl)nc1	-5	-4	-14	1	-2	x	20	x
COc1ccc(/C=N/OCC(=O)N=Nc2c(O)[nH]c3ccc(Br)cc23)cc1	0	x	17	-9	1	-4	-6	x
C=CCN1C(c2ccccc2)=CS/C1=C(/C#N)c1nnc(N2CCOCC2)n1-c1ccccc1	6	2	21	27	1	x	6	x
CCC1CCCCN1C(=O)c1sc2ncnc(N(CC)CC)c2c1C (stereo not given)	-1	-1	-10	-14	1	-19	5	2
CCC(=O)N1CC2(C1)[C@@H](c1ccc(-c3ccc(F)cc3)cc1)[C@@H](CO)N2C(=O)CC	6	-18	0	-6	2	-5	4	x
CCOc1ccc(C2CC(c3ccc(OC)c(OC)c3)n3nc(N)nc3N2)cc1 (stereo not given)	-41	-5	3	7	-2	x	6	-2
CCCN1CCC2(CC1)CN(Cc1ccc3c(c1)OCO3)[C@H](CO)c1[nH]c3cc(OC)ccc3c12	-59	8	20	x	0	-12	7	x
CC(=O)Nc1ccc(NC(=O)COC(=O)c2n[nH]c3ccccc23)cc1	2	-4	-3	1	2	x	-9	x
C/C=C/c1ccccc1[C@@H]1[C@@H](CO)N(C(=O)CN2CCOCC2)[C@H]1C#N	2	5	4	x	-3	7	-7	x
C[C@@H]1CN([C@H](C)CO)S(=O)(=O)c2ccc(C#Cc3ccccc3F)cc2O[C@H]1CN(C)C(=O)c1ccc2c(c1)OCO2	-3&-3&-4	8	2	63*!	3&-3	-2&-3&12	15&16&22	-1&2
CSc1nc(-c2ccco2)nn1C(=O)Cc1ccccc1	x	4	x	-1	x	-4	x	-1
CO[C@H]1CN(C)C(=O)c2cccc(C#N)c2OC[C@@H]2O[C@H](CC[C@H]2OC)CCN(C)C(=O)[C@H]1C	-13	-3	-11	-2	0	7	-1	0
COc1cc(/C=N/Nc2nc3ccccc3[nH]c2=O)ccc1O	-2	-1	-8	0	-5	6	5	-5
COc1cccc(-c2ccc3c(c2)O[C@H](CN(C)C)[C@H](C)CN([C@H](C)CO)S3(=O)=O)c1	-1	x	34	x	1	-9	-8	1
O=C(NCC[C@@H]1CC[C@H](NS(=O)(=O)Cc2ccccc2)[C@H](CO)O1)C1CCCC1	8	-5	1	3	2	2	-6	0
COc1cccc2sc(N(CCCN(C)C)C(=O)COc3ccc(Cl)cc3)nc12	-2	2	0	-1	0	x	3	x
COCCSc1nc2c(c(=O)[nH]c(=O)n2C)n1CCCc1ccccc1	4	3	-2	-30	2	16	-66	3
CCCC(=O)Nc1ccc(NC(=O)c2cccc(OC)c2)cn1	3	-21	-6	0	-5	12	-19	-5
N#Cc1c2n(c3c(=O)n(CC(=O)c4ccc([N+](=O)[O-])cc4)cnc13)CCCCC2	-4	5	x	-5	-7	x	7	x
N#Cc1ccc(C(=O)OCC(=O)NC2CCCC2)cc1	-2	-3	-5	17	0	-1	-1	0
CCOP(=O)(OCC)c1nc(-c2cccc3ccccc23)oc1NCc1ccc(OC)cc1	-16	7	20	5	2	x	-1	x
O=C(Nc1nccs1)c1ccc(COc2c(F)c(F)cc(F)c2F)o1	-2	-3	x	-42	0	10	-22	-4
COc1ccc(S(=O)(=O)N2CCC(C(=O)Oc3ccc(C)cc3)CC2)cc1OC	-10	0	7	1	3	-2	2	0
CCC1CCCCN1C(=O)COC(=O)c1cncc(Br)c1 (stereo not given)	5	x	-2	-8	1	2	0	-1
